APE1 inh = inhibitors of human APE1 endonuclease; P27695; recombinant APE1, TAMRA/BHQ-2 abasic DNA cleavage fluorescence; Potency, µM (highest dose often 65.8 µM), for inactives: at the highest dose activity change, negative = inhibition, actives largely listed as inhibitors; actives 0.35% (n = 350,000);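 further: potency means the concentration at half of the fitted maximal effect; plate controls were vehicle for no effect and reference inhibitor for full effect; nearly all actives have a fitted effect of over 55% in size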
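Measures dequenching upon AP-site incision of a 5'-TAMRA/3'-BHQ-2 THF-containing duplex, 50 nM; human APE1 0.75 nM after 15 min room-temperature exposure to compound; kinetic three-point read at one-minute spacing.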
GRP78 ERSR act = inducers of ER stress response in human glioma cells | Potency, µM, without a hit: at the highest dose activation, usual class: activators | U87-MG GRP78 promoter luciferase reporter, 16 h | actives 0.02% (n = 420,000) | AID 602332; further: potency means the concentration at half of the fitted maximal effect; series mostly up to about 76 µM; % of control where 0% means no effect; nearly all actives have a fitted effect of over 35% in size
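Stably transfected U87-MG human glioma cells carrying a GRP78-based luminescent sensor were seeded at 1000 cells/well, pin-dosed with compounds and incubated 16 h. Luciferase reagent was then added, and end-point luminescence was read after 10 min at room temperature.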
Apoferritin bind = binds horse apoferritin like a general anesthetic. P02791. apoferritin/1-aminoanthracene competitive binding, fluorescence. Potency, µM (series often up to 77.5 µM), for the others: at the top dose activity change, negative = displacement, actives largely listed as inhibitors. actives 0.074% (n = 350,000). AID 485281; further: potency means the concentration at half of the fitted maximal effect; on the % scale 0 is the no-effect control and ±100 the full control effect; nearly all actives have a fitted effect of over 20% in size
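Horse-spleen apoferritin (10 uM) was mixed with 50% saturated 1-aminoanthracene in PBS, exposed to compounds for 10 min at room temperature, and read for fluorescence (ex 380 nm, em 535 nm). Competitive displacement was fitted with a four-parameter Hill equation.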
BLM helicase inh = Bloom syndrome helicase (human) inhibition; recombinant BLM DNA unwinding, fluorescence dequenching; actives 0.2% (n = 350,000); P54132; Potency, µM (titrated, usually from 56.1 µM), inactives show top-dose activity change, negative = inhibition, most hits filed as inhibitors;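 further: potency means the concentration at half of the fitted maximal effect; plate controls were vehicle for no effect and no enzyme for full effect; nearly all actives have a fitted effect of over 35% in size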
Target sequence (P54132 whole entry, looked up): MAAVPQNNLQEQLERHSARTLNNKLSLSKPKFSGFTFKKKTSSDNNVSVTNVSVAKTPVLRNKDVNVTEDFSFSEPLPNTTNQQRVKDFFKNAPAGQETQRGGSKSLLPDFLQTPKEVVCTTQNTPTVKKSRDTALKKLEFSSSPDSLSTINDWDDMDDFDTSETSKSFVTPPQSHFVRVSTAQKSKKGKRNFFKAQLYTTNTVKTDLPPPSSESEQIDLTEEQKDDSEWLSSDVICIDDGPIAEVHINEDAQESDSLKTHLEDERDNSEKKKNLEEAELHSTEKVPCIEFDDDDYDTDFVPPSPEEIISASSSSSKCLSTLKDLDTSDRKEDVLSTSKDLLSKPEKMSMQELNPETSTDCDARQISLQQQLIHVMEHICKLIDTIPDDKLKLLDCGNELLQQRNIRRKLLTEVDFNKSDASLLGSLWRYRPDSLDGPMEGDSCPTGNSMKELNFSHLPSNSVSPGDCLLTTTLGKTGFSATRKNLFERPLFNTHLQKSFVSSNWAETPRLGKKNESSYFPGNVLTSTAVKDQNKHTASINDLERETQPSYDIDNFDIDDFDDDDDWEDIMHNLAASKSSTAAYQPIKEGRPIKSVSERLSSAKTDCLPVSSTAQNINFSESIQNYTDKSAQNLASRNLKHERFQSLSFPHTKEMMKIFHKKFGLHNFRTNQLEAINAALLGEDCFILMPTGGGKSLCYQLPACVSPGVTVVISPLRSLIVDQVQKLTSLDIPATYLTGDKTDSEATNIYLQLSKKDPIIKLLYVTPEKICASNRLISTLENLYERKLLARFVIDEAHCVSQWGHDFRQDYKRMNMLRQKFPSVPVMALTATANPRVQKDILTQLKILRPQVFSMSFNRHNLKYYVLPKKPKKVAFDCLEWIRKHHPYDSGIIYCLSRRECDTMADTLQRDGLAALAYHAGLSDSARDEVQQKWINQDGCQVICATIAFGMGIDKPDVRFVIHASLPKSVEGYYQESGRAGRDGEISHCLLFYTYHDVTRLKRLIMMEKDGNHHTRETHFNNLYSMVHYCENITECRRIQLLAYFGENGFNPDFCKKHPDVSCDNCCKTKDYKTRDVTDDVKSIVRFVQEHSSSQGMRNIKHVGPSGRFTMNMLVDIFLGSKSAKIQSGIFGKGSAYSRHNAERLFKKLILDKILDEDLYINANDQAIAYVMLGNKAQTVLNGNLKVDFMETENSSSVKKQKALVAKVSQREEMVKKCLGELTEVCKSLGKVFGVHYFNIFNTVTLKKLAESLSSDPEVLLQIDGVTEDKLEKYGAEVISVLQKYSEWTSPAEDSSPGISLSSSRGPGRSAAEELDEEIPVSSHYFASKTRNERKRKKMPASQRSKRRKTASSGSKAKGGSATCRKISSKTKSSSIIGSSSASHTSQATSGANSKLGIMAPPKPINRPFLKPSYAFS
Pol kappa inh = inhibitors of human DNA polymerase kappa | Q9UBT6 | purified Pol kappa, fluorescent DNA synthesis assay, 10 min | Potency, µM (doses to about 107 µM), for the others: at the top dose activity, negative = inhibition, actives largely listed as inhibitors | actives 0.53% (n = 400,000); further: potency means the concentration at half of the fitted maximal effect; on the % scale 0 is the no-effect control and ±100 the full control effect
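Kinetic fluorescence screen: compound preincubated 15 min RT with 10 nM enzyme; 50 nM substrate (final) initiates; reads at 0/10 min.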
POLI inh = blocks human DNA polymerase iota activity; actives 1% (n = 390,000); Pol iota fluorescent replication assay, 10 min; Potency, µM (highest dose often 115 µM), inactives show at the top dose activity, negative = inhibition, most hits filed as inhibitors; Q9UNA4; further: potency means the concentration at half of the fitted maximal effect
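Pol iota at 10 nM preincubated 15 min with compounds at room temperature; reaction started with fluorescent substrate, 50 nM final. Fluorescence read kinetically at 0 and 10 min; buffer-only wells as negative control.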
LDHA block = inhibitors of human lactate dehydrogenase A; actives 0.15% (n = 480,000); P00338; purified LDHA, NADH/diaphorase-resazurin fluorescence; stronger effect = lower value; activity change, % (values are at about 110 or 230 µM); in the data active means activity change below about -30%; inconclusive means mostly about -25% to -30%;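 further: plate controls were DMSO wells for no effect and wells without enzyme for full effect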
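Resorufin fluorescence (ex540/em590), read at 0 and 20 min after diaphorase/resazurin addition, reports the NADH left after a 5 min room-temperature reaction of 2 nM human LDH5 with 0.06 mM NADH and 0.2 mM pyruvate.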
Pol beta inh = blocks human DNA polymerase beta activity; actives 1.3% (n = 340,000); P06746; Potency, µM (highest dose often 114 µM), inactives show at the highest dose activity change, negative = inhibition, actives largely listed as inhibitors; AID 485314; Pol beta primer extension/strand displacement, fluorescence kinetic; further: potency means the concentration at half of the fitted maximal effect; on the % scale 0 is the no-effect control and ±100 the full control effect
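10 nM enzyme + cpd, 15 min RT; start with substrate 50 nM final; read 0 min and after 10 min RT. Corrected, normalized data; 4-parameter Hill curve fit.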
POLH inh = blocks human DNA polymerase eta activity | Q9Y253 | recombinant Pol eta, fluorescent DNA replication assay | Potency, µM (highest dose often 114 µM), for the others: top-dose activity change, negative = inhibition, most hits filed as inhibitors | actives 1.2% (n = 390,000) | AID 588591; further: potency means the concentration at half of the fitted maximal effect; on the % scale 0 is the no-effect control and ±100 the full control effect
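Pol eta (10 nM) was preincubated with compounds for 15 min at room temperature, after which fluorescent replication substrate (50 nM final) was added to start the reaction. Fluorescence was read kinetically at 0 and 10 min.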
Active calls of the source: *; ? = inconclusive; . = no result given; & = joins results of further samples; [ ] = another dose, or the depositor's remark. Unless noted, the call rests on the fitted dose curve; in most records, active means well fitted curve in the direction sought with a large enough effect; inconclusive means small, poorly fitted or top-dose-only effect, or another doubt; inactive means no such curve, though single readings can be large; an effect the other way counts as inactive or inconclusive. Only part of the results is shown; count on the stated rates, not on these rows.

Molecule,Apoferritin bind,LDHA block,Pol beta inh,POLI inh,APE1 inh,Pol kappa inh,POLH inh,BLM helicase inh,GRP78 ERSR act
Cc1ccc(C)c(S(=O)(=O)c2cn(Cc3ccccc3)c3cc(F)c(F)cc3c2=O)c1,?,-5,1%,21%,.,-8%,-21%,-4%,-3%
Cc1cc(C)c2c(=O)[nH]c(SCC(=O)c3ccc(F)c(C)c3)nc2n1,-4%,-12,?,13%,0%,-7%,-11%,-7%,-4%
O=C(Nc1ccc(S(=O)(=O)N2CCOCC2)cc1)c1ccc2ncsc2c1,-10%,-6,84%,-7%,-1%,1%,2%,-2%,-2%
COc1ccc(C2C(C(=O)c3ccco3)=C(O)C(=O)N2Cc2cccnc2)cc1OC (stereo unspecified),-22%,11,16%,-3%,-4%,-9%[60.1 µM],10%,-3%,-1%
O=C(CN1C(=O)C2CCCCN2c2ccc(C(=O)N3CCCC3)cc21)NCc1ccccc1F (stereo unspecified),-10%,-3,5%,25%,.,-6%[60.1 µM],-12%,1%,-1%
COc1ccccc1-c1noc2ncnc(Nc3cccc(C)c3)c12,-7%,-11,5%,2%,59%[activator],-7%,-4%,-1%,-5%
CCCn1ncc(CN2CCC(n3nccc3NC(=O)CCc3ccccc3)CC2)c1C,-1%,-2,-1%,32%[activator],8%,-6%,-2%,1%,0%
CNCCNS(=O)(=O)c1cccc2cnccc12,.,.,-3%[57.1 µM],-10%[58.9 µM],-2%&-9%,6%[60.1 µM],0%[57.1 µM],.,-9%&-5%
CC(=O)Nc1cccc(NC(=O)c2cccc3cccnc23)c1,-8%,-3,-12%,13%,50%[activator],2%,5%,-4%,5%
O=C(CCNC(=O)c1ccc(Br)cc1)OCc1ccccc1Cl,.,-2,.,20%,19%,-3%,-19%,.,-5%
CC1CCCC(C)N1C(=O)COC(=O)c1ccc(S(=O)(=O)N(C)c2ccccc2)cc1 (stereo unspecified),.,-7,.,8%,-23%,-17%,-10%,.,1%
N#C/C(=C\c1cccc(O)c1)C(=O)N1CCCCC1,-20%,-2,23%,4%,0%,-13%,2%,-3%,9%
Cc1cc(NC(=O)Cn2c(=O)oc3ccccc32)no1,.,-8,.,-16%,-5%,0%,-4%,.,-2%
Cc1c(NC(=O)CN2C(=O)NC(C)(c3ccccc3Cl)C2=O)c(=O)n(-c2ccccc2)n1C (stereo unspecified),2%,-3,59%,119%[activator],19%,-7%,-22%,-11%,-3%
Nn1c(COc2ccccc2)nnc1SC(F)F,17%,-5,-5%,-2%[58.9 µM],-3%,-2%,-15%,0%,-1%
O=C(NNC(=O)c1cccs1)c1ccncc1,-4%,-7,1%,0%,3%,-5%,3%,-8%,1%
OC[C@@H]1[C@@H](c2ccc(Cl)cc2)C(c2ccc(F)cc2)=NN1c1ccccc1,290%[activator][110 µM],1,.,24%,-7%&-9%,2%,-27%,-14%[75.6 µM],16%&-3%
COc1cc(C2CC(=O)Nc3c2c(=O)n(C)c(=O)n3C)cc(OC)c1OC (stereo unspecified),-4%,0,31%,-5%,.,-6%[60.1 µM],2%,4%,1%
Cc1cc(S(=O)(=O)NCCc2ccccc2)ccc1-n1cnnn1,?,10,-2%,18%,63%[activator],3%,-13%,-1%,-1%
Cc1cc(C(=O)NN=Cc2ccc(-c3ccc(F)cc3)o2)c(C)o1,.,-13,.,-14%,4%,-6%,-2%,.,-2%
COc1ccc2oc(=O)cc(CN3CCN(Cc4ccccc4)CC3)c2c1,7%,2&-4&2,2%,6%,.,-15%,-5%&0%,-16%,-1%&-2%
Cc1ccc(-n2nc(C(=O)Nc3ccc(C)c(F)c3)c3c4ccccc4n(C)c3c2=O)cc1,0%,-7,0%,-6%,.,-19%,.,-1%,.
CNC(=S)N/N=C/c1ccco1,-10%,-2,0%,24%,2%,-10%,0%,2%,-8%
CC(C)n1c(SC2CCOC2=O)nc2ccccc21 (stereo unspecified),-5%,-6,1%,-3%,-1%,-6%,?,0%,-6%
CCc1nc(OCc2ccco2)c2sc3nc4c(cc3c2n1)COC(C)(C)C4,?,-2,-15%,6%,-8%,-22%,?,-8%,-5%
O=C(Nc1ccccc1N1CCCCC1)C1CCN(C(=O)c2ccc(Cl)cc2)CC1,.,2,.,24%,-17%,-3%,-20%,.,-6%
O=S(=O)(c1ccccc1)N1CCN(c2nc(-c3ccc(F)cc3)nc3cc(Cl)ccc23)CC1,.,-2,.,13%,.,7%,.,.,7%
Cc1ccc(C)c(/C=N/Nc2ccccn2)c1,-9%,-3,-1%,104%[activator],2%,-17%,-15%,-2%,-1%
O=C(NC1CCCCCCC1)C1CCN(c2nc3ccccc3o2)CC1,-1%,-11,-17%,?,10%,-6%,-11%,-3%,-2%
Cc1cc(C)n(C(=O)c2ccc(C)c(F)c2F)n1,0%,-2,21%,19%,0%,-1%,-16%,1%,-3%
CCOC(=O)c1c(C2CCN(C(=O)OCC)CC2)nc2ccccn12,-11%,-3,1%,10%,-4%,-9%,-5%,-1%,-4%
CN(/N=C/c1cc([N+](=O)[O-])ccc1O)c1ccccc1,-16%,1,13%,20%,8%,-7%,-22%,2%,3%
Cc1ccc(CNCc2ccco2)cc1,-4%,-16&-1,10%,29%,49%,5%,-16%,0%,-1%
COc1cccc2sc(NNC(=O)COc3ccccc3)nc12,-2%,-2,?,11%,0%,-14%,-7%,-1%,2%
O=C(Nc1ccccc1C(F)(F)F)N1CCC(CN2CCc3ccccc3C2)CC1,-12%,5,2%,-5%,.,3%,-16%,1%,-2%
CCOC(=O)C1=C(COC(=O)/C=C/c2cccc(Cl)c2)NC(=O)NC1C (stereo unspecified),.,-3,.,6%,12%,-2%,-10%,.,-1%
Cn1cc(C(=O)N2CCN(C(=O)c3ccco3)CC2)c2c3ccccc3n(C)c2c1=O,-9%,-3,6%,?,2%,-8%,-5%,-3%,-5%
COc1ccc(NC(=O)NCCCN2CCCC2=O)cc1,35%[activator],-17,0%,-3%,1%,-5%,-6%,2%,-1%
CCOC(=O)c1sc(SC)c2c1CCCC2=O,1%,-1,10%,0%,0%,18%,-7%,-3%,0%
CCOC(=O)C1CCN(C(=O)c2ccc(N3CCCC3=O)cc2)CC1,.,-4,.,12%,5%,-10%,-15%,.,-2%
Cc1cccc(NC(=O)c2ccc(S(=O)(=O)N(C)c3ccccc3)cc2)n1,.,-5,.,-21%,8%,-21%,-14%,.,1%
CC12CCC(C(=O)N3CCC(Cc4ccccc4)CC3)(C(=O)C1=O)C2(C)C (stereo unspecified),-20%,-1,3%,?,-2%,-18%,-9%,-4%,3%
COc1cccc(NC(=O)C2CCN(S(=O)(=O)c3ccccc3)CC2)c1,-8%,-17,9%,-18%,10%,-6%,0%,1%,-1%
CCN(CC)S(=O)(=O)c1cccc(NC(=O)c2cncc(Br)c2)c1,-14%,-6,-28%,16%,-7%,6%,-18%,-2%,-5%
CCOc1ccc(NC2=CC(=O)CCC2)cc1,-5%,11,8%,-12%,-9%,-11%,9%,-4%,-2%
CC(C)[C@H](NC(=O)c1ccccc1)C(=O)OCC(=O)N1CCN(C(=O)c2ccco2)CC1,2%,-4,48%,116%[activator],4%,-16%,9%,1%,-2%
N/C(=N\OC(=O)c1cccc(Cn2cc(C(F)(F)F)ccc2=O)c1)c1ccc(Cl)cc1,-14%,-5,4%,57%[activator],5%,0%,-9%,-11%,-6%
CN(C)CCCn1c2c(c(SCC(=O)Nc3nccs3)nc1=O)CCC2,.,-11,.,38%[activator],5%,1%,-1%,.,-2%
COc1ccc(C2CC(c3ccc4ccccc4c3)=NN2C(=O)CN2CCC(C(N)=O)CC2)cc1 (stereo unspecified),?,-3,12%,57%[activator],-2%,-2%,-11%,5%,4%
CC(C)(C)c1ccc(C(=O)Nn2c(CCC(=O)O)ccc2-c2cccs2)cc1,-18%,-3,-5%,?,-5%,-31%,-1%,-6%,-2%
COc1ccc(C)cc1NC(=O)C1CCCCC1C(=O)O (stereo unspecified),-7%,7,22%,-14%,4%,-2%,-19%,0%,-2%
CCN1c2ccccc2-c2nc(SCC(=O)Nc3cc(C)c(Cl)cc3OC)ncc2S1(=O)=O,-7%,-3,-20%,15%,.,-18%,1%,-9%,-4%
COC(=O)c1ccc(N2C(=O)C3CC(C)=C(C)CC3C2=O)cc1 (stereo unspecified),-20%,-8,24%,9%,-4%,-7%,-4%,-2%,-6%
O=C(CN(C(=O)CCC(=O)Nc1ccccn1)c1ccc2c(c1)OCO2)NCc1ccco1,-11%,0,?,10%,-1%,-4%,10%,-3%,-2%
CCn1c(SCC(=O)Nc2cc(C)on2)nnc1-c1ccncc1,-9%,-5,-12%,-15%,0%,-13%,-7%,-3%,-1%
O=C1c2cccc3cccc(c23)C(=O)N1CCCc1n[nH]c(=S)n1-c1ccccc1,-8%,-7,33%,33%[activator],1%,1%,-5%,-5%,0%

The listing continues.
Molecule,Apoferritin bind,LDHA block,Pol beta inh,POLI inh,APE1 inh,Pol kappa inh,POLH inh,BLM helicase inh,GRP78 ERSR act
O=C(CN1C(=O)NC2(CCCC2)C1=O)NCCc1ccc(F)cc1,.,-7,.,95%[activator],5%,-8%,7%,.,-5%
Cn1c(N)c(C(=O)CSc2nnc(C3CC3)n2N)c(=O)n(C)c1=O,.,-2,.,12%,-10%,-7%,-11%,.,0%
Cn1c(=O)c2cc(S(=O)(=O)NCCC(=O)Nc3ccc(Cl)cc3)ccc2n(C)c1=O,-4%,6,33%,?,17%,4%,-3%,-1%,-5%
Nc1ccc(C(=O)Nc2ccc3nc(-c4cccnc4)[nH]c3c2)cc1,-4%,-4,40µM*,-15%,-6%,?,-15%,-4%,11%
